Assay outcomes (PubChem BioAssay)
FXIIa inh: inhibitors of human coagulation factor XIIa. inhibition, % at 10 µM. P00748. purified human FXIIa, AMC substrate fluorescence, 2 h. 33,000 compounds, 0.2% hits; in the data active = inhibition above about 30%;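 note: 0% = enzyme with vehicle only and 100% = no enzyme blank; many of its hits are not listed in these tables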
Target sequence (P00748 20-372 limits assumed): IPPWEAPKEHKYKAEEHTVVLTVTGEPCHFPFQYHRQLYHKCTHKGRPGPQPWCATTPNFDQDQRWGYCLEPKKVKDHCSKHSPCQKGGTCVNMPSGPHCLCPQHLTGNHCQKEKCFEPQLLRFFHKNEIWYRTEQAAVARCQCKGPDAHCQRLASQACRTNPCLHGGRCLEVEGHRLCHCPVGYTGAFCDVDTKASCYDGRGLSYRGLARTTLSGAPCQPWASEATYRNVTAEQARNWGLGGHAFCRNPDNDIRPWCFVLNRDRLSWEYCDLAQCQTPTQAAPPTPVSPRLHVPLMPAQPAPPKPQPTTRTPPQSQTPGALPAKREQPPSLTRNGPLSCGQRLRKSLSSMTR
Target sequence (P00748 373-615 limits assumed): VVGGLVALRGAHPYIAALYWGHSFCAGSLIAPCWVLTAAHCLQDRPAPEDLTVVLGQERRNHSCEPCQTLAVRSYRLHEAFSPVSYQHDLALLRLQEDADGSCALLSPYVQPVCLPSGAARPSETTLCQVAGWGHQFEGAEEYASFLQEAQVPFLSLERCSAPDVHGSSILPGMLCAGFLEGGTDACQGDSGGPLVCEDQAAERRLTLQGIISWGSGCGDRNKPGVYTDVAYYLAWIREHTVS
FXIa inh: blocks human coagulation factor XIa activity; purified human FXIa, fluorogenic AMC substrate cleavage; 33,000 compounds, 0.3% hits; P03951; inhibition, % at 10 µM;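 active = inhibition above 40% in the primary screen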;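 note: 0% = enzyme without compound and 100% = blank wells lacking enzyme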
Numbers without * were called inactive.

SMILES	FXIIa inh	FXIa inh
O=C1CSC(c2cn(-c3ccccc3)nc2-c2cc3ccccc3o2)N1Cc1ccccc1 (configuration not stated)	6	1
CC(C)n1c2ccccc2c2nc3ccccc3nc21	-20	1
CCOc1ccc(NC(=O)CN2CCN(S(=O)(=O)c3ccc(Cl)cc3)CC2)cc1	7	7
Cc1cc(C(C)(C)C)cc(C)c1CC1=NCCN1	7	8
COCCNC(=O)c1cn(C)c(=O)c2cc(OC)c(OC)cc12	5	1
CC(C)(C)C(=O)CC1(O)C(=O)N(Cc2ccc(Cl)cc2)c2ccccc21 (configuration not stated)	6	10
COc1cccc(C(=O)OCCN(C)C(C)(C)C)c1	8	0
COc1ccc(C2C(C(C)=O)=C(O)C(=O)N2c2nccs2)cc1 (configuration not stated)	12	-2
COC(=O)Cc1cc(=O)n2[nH]cnc2n1	5	-6
O=S(=O)(NCC(c1cccnc1)N1CCN(c2ccc(F)cc2)CC1)c1cc(F)ccc1F (configuration not stated)	4	5
O=C(O)C1CCCCC1C(=O)Nc1cccc(Cl)c1Cl (configuration not stated)	-13	31
Clc1ccc(-c2ccc(SCc3ccccn3)nn2)cc1	2	-8
CCN1CCN(S(=O)(=O)c2ccc3ccccc3c2)CC1	8	-12
Cc1csc(NC(=O)CSc2nnc(CCNC(=O)c3ccc(Cl)c(Cl)c3)n2C)n1	-2	-4
COc1cc(OC)c(NC(=O)Cn2cccc2)cc1Cl	4	-2
Nn1c(SCC(=O)Nc2ccc(F)c(F)c2)nnc1C1CCCCC1	6	-1
Cc1ccc(S(=O)(=O)NCc2nc3ccccc3[nH]2)cc1	18	3
Cc1cc(NC(=O)CSc2nc(C(C)C)nc3ccccc23)no1	6	-14
COc1ccc(NS(=O)(=O)c2ccc(N3C(=O)CCC3=O)cc2)cc1	4	-11
Cc1cc2c(s1)c1cnn(Cc3ccccc3F)c(=O)c1n2C	-13	-15
CN1CCOCCOCCN(C)C(=O)N2CCOCCOCCN(CCOCC2)C1=O	3	-16
CC(C)CNC(=O)NC(=O)COc1c(F)c(F)cc(F)c1F	2	7
CCCC(c1nnnn1C(C)(C)CC)N1CCN(C2CCCC2)CC1 (configuration not stated)	4	-3
CN1CCN(C(=O)C(C(=O)c2ccc(F)cc2)n2ccccc2=O)CC1 (configuration not stated)	8	-7
CC(C)(C)C(=O)Nc1ccc(N2CCCC2)cc1	5	3

Five compounds out of the list above, arranged by the number in FXIa inh, smallest number first.
smiles | FXIa inh
CCCC(c1nnnn1C(C)(C)CC)N1CCN(C2CCCC2)CC1 (configuration not stated) | -3
COc1cc(OC)c(NC(=O)Cn2cccc2)cc1Cl | -2
Cc1ccc(S(=O)(=O)NCc2nc3ccccc3[nH]2)cc1 | 3
Cc1cc(C(C)(C)C)cc(C)c1CC1=NCCN1 | 8
O=C(O)C1CCCCC1C(=O)Nc1cccc(Cl)c1Cl (configuration not stated) | 31

Going on with the list:
SMILES	FXIIa inh	FXIa inh
O=C(O)c1ccc(-n2nc(C(F)(F)F)c3c2-c2ccoc2CC3)cc1	7	-7
Cc1cc(C2C(C#N)=C(N)OC3=C2C(=O)CCC3)c(C)s1 (configuration not stated)	3	-4
O=C(NCCSCc1ccco1)c1ccc(CN2CCOCC2)cc1	-1	3
Cc1ccc(-c2nnc(SCc3nc4ccccc4[nH]3)n2Cc2ccco2)cc1	11	-8
COc1ccc(/C=N/n2c(C)nnc2C)c(OC)c1OC	3	-2
Cn1c(=O)c2c(ncn2Cc2ccc(Cl)c(Cl)c2)n(C)c1=O	2	-4
CCC12CN3CC(CC)(CN(C1)C3c1c(O)ccc3ccccc13)C2=O (configuration not stated)	5	-1
CCOc1cc(C)c(S(=O)(=O)N2CCCC2)cc1C	1	5
CC1Cc2nc(SCC(=O)Nc3nc4ccccc4s3)n(C)c(=O)c2S1 (configuration not stated)	8	2
COCCn1c(SC(C)C(=O)Nc2ncc(Cl)cc2Cl)nc2ccccc21 (configuration not stated)	5	3
CC(C)Oc1ccc(C(=O)NC(C)(C)CO)cc1	-3	-5
Cc1[nH]c2ccccc2c1[C@H]1[C@@H](CC#N)C1(C)C	3	-14
CCNc1nc(NCC)nc(C(=O)NN)n1	0	-6
COc1ccccc1NC(=O)NC1(C(=O)N2CCCCCC2)CCCCC1	8	-10
COc1ccc(C)cc1-n1nnnc1SCC1CCCCO1 (configuration not stated)	3	2
CS(=O)(=O)N(CC(=O)N1CCOCC1)c1ccc2c(c1)OCO2	-1	4
CCCCCCCCCCNC(=O)C(=O)Nc1ccccn1	-11	15
Cc1ccc(C(=O)Nc2ccon2)cc1S(=O)(=O)N1CCCC1	2	2
CC(=O)Nc1ccc(S(=O)(=O)n2cnc3ccccc32)cc1	9	5
CC1=CC(C)C(/C=N/n2cnnc2)C(C)C1 (configuration not stated)	6	0
COc1ccc(S(=O)(=O)NNC(=O)c2csc(-n3nc(C)cc3C(F)(F)F)n2)cc1OC	11	0
Cc1nc(NNC(=O)c2ccccc2)cc(-c2ccccc2)n1	13	-2
O=C(CCCOc1ccccc1)N1CCN(c2ccccc2)CC1	1	3
O=C(Nc1cccnc1)c1ccc(COCC(F)(F)F)cc1	-18	5
CC1(C)S[C@@H]2[C@H](NC(=O)[C@H](N)c3ccccc3)C(=O)N2[C@H]1C(=O)O	0	-2
The listing continues:
SMILES	FXIIa inh	FXIa inh
Cn1nc([N+](=O)[O-])c2c(-c3nc4ccccc4s3)c(N)n(C3CCCCC3)c2c1=O	1	-9
CCOC(=O)/C=C1\NC(C)(C)Cc2cc(OC)c(OC)cc21	4	-2
CC12CC(NC(=O)N1c1cccc(C(=O)N3CCN(c4ccccc4)CC3)c1)c1ccccc1O2 (configuration not stated)	7	8
CC(C)C[C@H](NC(=O)OC(C)(C)C)C(=O)N/N=C/c1ccc2nccnc2c1	2	-3
CCc1c(C)c(C#N)c2nc3ccccc3n2c1N1CCN(c2cc(C)ccn2)CC1	8	4
Cc1cc(C(C)(C)C)nc2[nH]n(-c3ccccc3)c(=O)c12	-10	19
CCOc1ccc(C(CC(=O)O)NC(=O)c2ccco2)cc1 (configuration not stated)	6	0
CC1(C)Oc2ccc(C(=O)NC3CCCC3)cc2N(CC(=O)NC2CCCC2)C1=O	8	-4
CCc1[nH]c(=O)c(C#N)c2c1COC(C)(C)C2	-3	1
Cc1cc(C(=O)CN2C(=O)NC3(CCCc4ccccc43)C2=O)c(C)n1C (configuration not stated)	5	-8
Cn1cc(S(=O)(=O)N2CCN(c3ccc(F)cc3)CC2)c(=O)n(C)c1=O	4	7
CCOCC(=O)Nc1cc(OC)c(Cl)cc1OC	3	-2
c1ccc(N2CCN(c3ccc4nncn4n3)CC2)nc1	5	4
CSc1ccccc1NC(=O)c1cc(C(C)C)on1	3	5
CC(Sc1ccccn1)C(=O)Nc1ccc(S(N)(=O)=O)cc1 (configuration not stated)	8	-1
O=C1C(=O)N(CCN2CCOCC2)C(c2ccccn2)/C1=C(/O)c1ccccc1 (configuration not stated)	6	-4
Cc1cccc(N2C(=O)CC(Sc3nnc(C)s3)C2=O)c1 (configuration not stated)	8	5
O=C1c2ccccc2CC1(Cc1ccccc1)Cc1ccccc1	5	0
Cc1cc(C(=O)OCC(=O)Nc2ccc(F)cc2)c(C)o1	-11	-11
COc1ccc(OC)c(C2C(C(C)=O)=C(O)C(=O)N2CCC(=O)O)c1 (configuration not stated)	6	7
O=S(=O)(c1cccc(-n2cnnn2)c1)N1CCOCC1	5	0
CCOC(=O)C1=C(C)C(c2ccccc2OC)NC(=O)N1 (configuration not stated)	6	6
Cc1cccc(NC(=O)N2CCN(Cc3ccccc3)CC2)c1	3	6
CCC(=O)N1CCN=C1SCc1ccc(Cl)cc1	-17	5
CC(NC(=O)c1cc(-c2ccc3c(c2)OCO3)nc2ccccc12)C(C)(C)C (configuration not stated)	-5	2

Single values from above.
Entry for CCCC(c1nnnn1C(C)(C)CC)N1CCN(C2CCCC2)CC1 (configuration not stated) in FXIIa inh: 4
Entry for CS(=O)(=O)N(CC(=O)N1CCOCC1)c1ccc2c(c1)OCO2 in FXIa inh: 4
Entry for Cc1ccc(-c2nnc(SCc3nc4ccccc4[nH]3)n2Cc2ccco2)cc1 in FXIa inh: -8
Entry for COc1cccc(C(=O)OCCN(C)C(C)(C)C)c1 in FXIa inh: 0

New compounds follow
SMILES	FXIIa inh	FXIa inh
Cc1ccc(S(=O)(=O)NC(=O)NN2CCCCCC2)cc1	5	5
COc1ccc(-c2noc(-c3ccccc3C(=O)Nc3cccc(OC)c3)n2)cc1	-2	-8
CSCCC(C(=O)NC1=NCCS1)N1C(=O)c2ccccc2C1=O (configuration not stated)	13	-3
CN1CC=C2C(C#N)=C(N)C(C#N)(C#N)[C@H](c3cccc(Cl)c3)C2C1 (some centres not stated)	1	-4
CC1(C)NC(=O)N(CCSc2ccc(Cl)cc2)C1=O	9	2
Cn1c(O)c(C=NCC2CCNCC2)c(=O)n(C)c1=O	14	-10
Cc1ccc(C)c(Cn2c(C(C)O)nc3ccccc32)c1 (configuration not stated)	3	-1
CCSCCOC(=O)C1=C(C)NC(=O)NC1c1ccccc1 (configuration not stated)	4	3
COc1ccc(NC(=O)C2CCN(Cc3cnn(-c4ccccc4)c3-n3cccc3)CC2)cc1OC	1	-4
COC(=O)c1ccccc1NC(=O)CN(C)S(=O)(=O)c1ccc(OC)c(C)c1	-4	-4
CCCOc1ccc(/C=N/O)cc1	4	-12
Cc1cc2cc(CNC(=O)NC3CCCCC3)ccc2n1C	7	4
Cc1cc[n+]2c3c(cccc13)CCC2	0	-10
Cc1cc(SCC(=O)c2ccc3c(c2)OCO3)nc2ccccc12	-3	-3
O=C(c1cccc(F)c1F)N1CCCC1	2	-1
O=C(O)/C(=C1/OC(=O)c2ccccc21)c1ccccc1	4	-5
CCOC(=O)C1CCCCN1Cc1cc(Cl)ccc1O (configuration not stated)	6	9
COC(C(=O)Nc1ccccc1F)c1ccccc1 (configuration not stated)	4	6
CCOc1cc(/C=N/NC(=O)CNc2ccc(C)cc2)ccc1OC(=O)c1ccccc1	11	0
CCOC(=O)c1ccc(NC(=O)c2ccccc2)cc1	4	10
Cc1ccc(SC(C)C(=O)Nc2ccc(S(=O)(=O)N3CCOCC3)cc2)cc1 (configuration not stated)	4	4
Clc1ccc(CSc2nnc(-c3ccc4c(c3)OCO4)o2)cc1	1	-2
Cn1c(C(C#N)C(=O)c2ccco2)nc2ccccc21 (configuration not stated)	5	5
CC(=O)N1CCN(C(=O)Cn2c(=O)oc3ccccc32)CC1	5	1
Cn1c(SCC(=O)N2CCN(c3ccccc3)CC2)nnc1-c1ccncc1	8	-6

Quoted at random: 2 compounds from above, in no set order.
SMILES	FXIIa inh	FXIa inh
COc1ccc(-c2noc(-c3ccccc3C(=O)Nc3cccc(OC)c3)n2)cc1	-2	-8
Cc1cc(SCC(=O)c2ccc3c(c2)OCO3)nc2ccccc12	-3	-3

(list continues)
SMILES	FXIIa inh	FXIa inh
Cc1ccccc1-c1nc2sc3c(c2c(=O)o1)CCC3	3	34
O=C(COC(=O)Cc1cccc(C(F)(F)F)c1)NCC1CCCO1 (configuration not stated)	7	1
Clc1ccc2nc(N3CCCCC3)[nH]c2c1	7	3
O=S(=O)(c1ccc(OCC(O)CN2CCCC2)cc1)N1CCOCC1 (configuration not stated)	-14	21
O=C(OCc1ccco1)c1ccc(S(=O)(=O)N2CCCCC2)cc1	3	4
O=S(=O)(c1ccccc1)N1CCN(C2CCN(Cc3ccccc3)CC2)CC1	4	0
C=CCOc1ccccc1CNn1nnnc1N	7	-8
CCOC(=O)c1sc(NC(=O)c2ccc(C)s2)cc1C	3	7
O=C(CC1C(=O)NC2CCCCC2N1C(=O)c1ccc(F)cc1)Nc1ccccc1 (configuration not stated)	2	-10
COc1ccc(CCN(Cc2cc3cccc(C)c3[nH]c2=O)C(=O)NC2CCCCC2)cc1OC	7	-2
CC(=O)Nc1ccc(NC(=O)CSc2nnc(-c3ccco3)n2Cc2ccco2)cc1	13	4
CCC(=O)c1ccc(OCCN2CCOCC2)cc1	5	-5
CCOC(=O)c1sc(=S)n(C)c1C	5	5
CC1=C(C)CC(C(=O)c2ccc(C)cc2)C(C(=O)O)C1 (configuration not stated)	-3	-2
CC(C)c1ccc(C(C(=O)NC2CCCC2)N(C(=O)CNC(=O)c2ccco2)c2cccnc2)cc1 (configuration not stated)	3	-5
COC(=O)c1ccc(-c2nc3cc(N)ccc3o2)cc1	6	-6
OC1CCCN(Cc2ccccc2)C1 (configuration not stated)	-5	-3
O=C1CNC(=O)N1CC(=O)N1CCCc2ccccc21	6	1
CN(C)CCSc1nc(-c2ccccc2)nc2c1COC(C)(C)C2	-15	25
COc1ccc(C2CC(=O)n3c(nc4ccccc43)S2)cc1OC (configuration not stated)	5	-2
N#Cc1cc2c(nc1SCC(=O)Nc1sc3c(c1C#N)CCC3)CCCCCC2	7	-5
O=C1/C(=C/c2ccc([N+](=O)[O-])cc2)C=C(c2ccccc2)N1c1ccc(O)cc1	12	7
O=C(CSc1nnc(-c2c[nH]c3ccccc23)n1-c1ccc(F)cc1)NCc1ccco1	5	1
COc1ccc(-c2csc(Nc3cccnc3)n2)cc1OC	6	2
CC(Oc1ccc(Cl)cc1Cl)c1nc(-c2ccc(NC(=O)c3ccncc3)cc2)no1 (configuration not stated)	8	-12

Complete entries as entered above. Screens in order: FXIIa inh | FXIa inh
O=S(=O)(c1ccccc1)N1CCN(C2CCN(Cc3ccccc3)CC2)CC1 in the list: 4 | 0
O=S(=O)(c1ccc(OCC(O)CN2CCCC2)cc1)N1CCOCC1 (configuration not stated) in the list: -14 | 21
O=C1/C(=C/c2ccc([N+](=O)[O-])cc2)C=C(c2ccccc2)N1c1ccc(O)cc1 in the list: 12 | 7
CCOC(=O)c1sc(=S)n(C)c1C in the list: 5 | 5
C=CCOc1ccccc1CNn1nnnc1N in the list: 7 | -8

(cont.)
SMILES	FXIIa inh	FXIa inh
CCOC(=O)c1ccc(NC(=O)N2CCCCC2)cc1	14	2
COc1cccc(NC(=O)CSc2nnc(CN3CCOCC3)n2C)c1	6	-1
CCCNc1nc(NCC)nc(OC)n1	5	2
O=C(NC(=O)c1ccccc1)OCC1CCCN2CCCCC12 (configuration not stated)	3	3
CCCn1c(NCc2ccco2)nc2c1c(=O)n(C)c(=O)n2C	3	-2
COc1ccc(CCNC(=O)C(=O)N2CCCCC2)cc1OC	7	-7
CCOc1nc(Nc2ccc(OC)c(Cl)c2)nc(OCC)n1	7	1

Not all compounds are listed (hit frequency here may not be typical).
